Source: PubChem
BoNT A protease: blocks Botulinum neurotoxin A light chain protease; multiplex microsphere protease substrate cleavage, flow cytometry; inhibition, % at 10 µM; 0.17% of 360,000 active; AID 588499; note: plate controls were buffer without enzyme for full effect and enzyme alone for no effect
CCHFV vOTU inh: blocks the CCHF virus ovarian tumor domain protease; CCHFV vOTU protease, Pep-AMC fluorescence; 0.55% of 370,000 active; inhibition, % at 11.5 µM; AID 651958; in the data active = inhibition above about 30%; note: 0% = vehicle wells with enzyme and 100% = no enzyme wells
PriA SSB inh: inhibitors of Klebsiella pneumoniae PriA binding to SSB C-terminal tail; inhibition, % at 33 µM; AlphaScreen SSBct-PriA binding, biotinylated peptide; AID 1272365; 0.6% of 430,000 active; in the data active = inhibition mostly above about 37%, no sharp cut-off; inactive = mostly below about 20%;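 note: plate controls were negative control peptide for no effect and reference peptide for full effect; strong numbers were not always called active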
MazF activator: MazEF (E. coli) toxin RNase activation; P0AE70; FAM/BHQ RNA-DNA oligo cleavage fluorescence, 5 h; activation, % at 20 µM; 0.32% of 350,000 active; AID 504720; in the data active = activation above about 50%
Target sequence (P0AE70 whole entry, looked up): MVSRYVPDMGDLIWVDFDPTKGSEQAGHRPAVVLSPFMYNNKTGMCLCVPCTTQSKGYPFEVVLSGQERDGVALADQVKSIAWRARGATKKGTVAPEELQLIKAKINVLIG
SARS 3CLpro inh: SARS-CoV 3CLpro protease inhibition; recombinant SARS-CoV 3CLpro, quenched FRET peptide cleavage; inhibition, % at 6 µM; 0.14% of 290,000 active; AID 1706; in the data active = inhibition above about 12%
Anthrax LF prot: blocks Bacillus anthracis lethal factor protease | inhibition, % at 10 µM | multiplex microsphere protease cleavage assay, LF | AID 588501 | 0.12% of 360,000 active; note: plate controls were buffer without enzyme for full effect and enzyme alone for no effect
BoNT F protease: BoNT F light chain protease inhibition; Multiplex microsphere protease cleavage assay, flow cytometry; inhibition, % at 10 µM; 0.22% of 360,000 active; in the data active = inhibition above about 35%, passing the limit was not always enough; inconclusive = no clear call, values can overlap the other calls; note: plate controls were buffer without enzyme for full effect and enzyme alone for no effect
PrPC surface inh: reduces human prion protein on the cell surface; 0.43% of 370,000 active; AID 720596; inhibition, % at 13.8 µM; cell surface PrPC, TR-FRET read-out; in the data active = inhibition above about 24%; note: 0% = median of the test wells and 100% = reference compound wells
VHR inh abs: blocks human VHR1 dual specificity phosphatase; P51452; recombinant VHR phosphatase, pNPP absorbance; inhibition, % at 13.3 µM; 0.52% of 290,000 active; AID 1654; in the data active = inhibition above about 50%; note: some compounds called inactive have numbers as strong as hits
Target sequence (P51452 whole entry, looked up): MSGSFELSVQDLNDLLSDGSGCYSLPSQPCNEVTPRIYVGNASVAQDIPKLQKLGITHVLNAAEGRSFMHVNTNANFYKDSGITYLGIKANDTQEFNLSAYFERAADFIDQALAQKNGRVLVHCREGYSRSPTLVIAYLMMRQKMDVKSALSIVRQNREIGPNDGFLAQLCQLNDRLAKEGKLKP
Rv3671c inh: inhibits the M. tuberculosis serine protease Rv3671c; P9WHR9; inhibition, % at 5.96 µM; 0.048% of 320,000 active; AID 2606; in the data active = inhibition above about 38%;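 note: extracellular domain of Rv3671c used as enzyme; 0% = enzyme with DMSO and 100% = no enzyme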
Target sequence (P9WHR9 whole entry, looked up, the tested form may be a part): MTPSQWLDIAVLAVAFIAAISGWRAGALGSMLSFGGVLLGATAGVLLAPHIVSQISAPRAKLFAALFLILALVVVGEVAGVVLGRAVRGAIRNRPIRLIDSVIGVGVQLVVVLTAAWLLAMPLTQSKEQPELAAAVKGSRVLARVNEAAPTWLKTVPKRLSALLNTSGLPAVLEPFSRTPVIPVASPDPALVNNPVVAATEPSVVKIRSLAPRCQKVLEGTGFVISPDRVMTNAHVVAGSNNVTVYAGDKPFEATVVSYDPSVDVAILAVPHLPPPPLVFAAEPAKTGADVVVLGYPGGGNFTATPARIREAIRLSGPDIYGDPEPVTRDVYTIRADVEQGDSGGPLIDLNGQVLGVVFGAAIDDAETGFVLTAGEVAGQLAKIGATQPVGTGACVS
Numbers without * were called inactive; ? = inconclusive; · = no result given. Cut-off read from the data, not from the text of the source, unless noted: active = inhibition above about 30%; inconclusive = no clear call, values can overlap the other calls; inactive = below that. These rows are one share of the data, so the mix of outcomes need not match the whole.

SMILES	BoNT A protease	CCHFV vOTU inh	PriA SSB inh	MazF activator	SARS 3CLpro inh	Anthrax LF prot	BoNT F protease	PrPC surface inh	VHR inh abs	Rv3671c inh
COc1ccc(-n2nc(C(=O)N(C)C)nc2-c2ccccc2)cc1	-1.5	7	-1	6	-2	6	17	5	18	-1
CCCNC(=S)Nc1ccc(CC(=O)OC)cc1	0.2	10	1	6	1	-2	-2	10	9	0
CCN(CC)c1ccc(N2C(=O)/C(=C/c3ccccn3)SC2=S)cc1	?	0	-7	-8	1	0	?	2	17	7
COc1cc(CNC(C)C23CC4CC(CC(C4)C2)C3)ccc1OCC(=O)NC(C)(C)C (configuration not stated)	-8.7	11	2	13	2	4	-16	-15	20	-7
COc1ccc(C(=O)NCCS(=O)(=O)N2CCc3ccccc3C2)cc1	3.2	-4	-3	-1	·	0	12	-5	·	4
O=C(NCCOc1ccccc1Cl)c1cccc2c1C(=O)c1ccc(Cl)cc1S2(=O)=O	-0.3	-2	4	-8	·	1	6	-7	·	8
O=C(C1CCN(S(=O)(=O)c2cccnc2)CC1)N1CCN(c2ccccc2Cl)CC1	0.1	6	-6	5	3	0	-6	-2	-14	-11
N#Cc1c2n(c3c(N)ncnc13)CCCCC2	?	-2	6	10	0	-6	?	1	13	6
Nc1nnc(SCc2cccc(C(F)(F)F)c2)s1	-1.2	-4	2	-5	-1	-5	-10	6	-8	0
COC(=O)c1c(NC(=O)CN(c2ccc(C)c(C)c2)S(C)(=O)=O)sc2c1CCCC2	-0.7	-9	5	1	3	-3	-12	-9	27	-25
CCOC(=O)Cn1nc(/C=C/c2ccc(C)cc2)ccc1=O	0.2	-1	-19	1	-3	-2	0	-9	16	-4
CCOc1cc(C=O)ccc1OCCCN1C(=O)NC(C)(C)C1=O	1.8	-10	-26	7	-1	5	4	2	30	0
COc1ccc(Cl)cc1NS(=O)(=O)c1cccc(C(=O)NCCCN2CCOCC2)c1	-0.3	-13	·	-1	·	-4	-3	2	·	·
CC1(C)CC(=O)C(N=Nc2cc(S(=O)(=O)N3CCOCC3)ccc2Cl)=C(O)C1	·	·	-15	1	0	·	·	·	-11	-1
Cc1cccc(CCN(C(=O)c2snc(C(N)=O)c2N)C(C(=O)NCC2CCCO2)c2ccc(F)cc2)c1 (configuration not stated)	0.2	3	8	10	2	-2	-4	-8	30	·

The list goes on; the last three above are carried over.
SMILES	BoNT A protease	CCHFV vOTU inh	PriA SSB inh	MazF activator	SARS 3CLpro inh	Anthrax LF prot	BoNT F protease	PrPC surface inh	VHR inh abs	Rv3671c inh
COc1ccc(Cl)cc1NS(=O)(=O)c1cccc(C(=O)NCCCN2CCOCC2)c1	-0.3	-13	·	-1	·	-4	-3	2	·	·
CC1(C)CC(=O)C(N=Nc2cc(S(=O)(=O)N3CCOCC3)ccc2Cl)=C(O)C1	·	·	-15	1	0	·	·	·	-11	-1
Cc1cccc(CCN(C(=O)c2snc(C(N)=O)c2N)C(C(=O)NCC2CCCO2)c2ccc(F)cc2)c1 (configuration not stated)	0.2	3	8	10	2	-2	-4	-8	30	·
Cn1c(=O)c2[nH]c(SCc3cccnc3)nc2n(C)c1=S	-0.5	-1	2	4	·	-1	-2	-5	·	·
O=[N+]([O-])c1cccc(C(=Nc2ccccc2Cl)NO)c1	3.5	0	5	-1	2	-1	2	-1	17	-7
CC(OC(=O)CN1C(=O)c2ccccc2C1=O)C(=O)NC1CCCC1 (configuration not stated)	1.9	12	0	2	-4	-6	4	-3	-4	18
Cn1nc(C(=O)Nc2ccc(S(=O)(=O)N3CCCCC3)cc2)c2ccccc2c1=O	0.2	-14	-9	-6	2	-3	5	-8	9	-18
CN(C(=O)c1cccc(NC(=O)Cc2ccc(NC(=O)C3CCCN(C(=O)C4CCC4)C3)cc2)c1)C1CC1 (configuration not stated)	-0.2	-2	-5	-2	·	-2	-5	-2	·	·
COCCN(CC1CCCN(C2Cc3ccccc3C2)C1)C(=O)CCC(C)=O (configuration not stated)	0.1	-4	7	-3	-7	2	9	-9	28	·
COc1ccc(OC)c(NC(=S)N2CCCC2)c1	1.8	-10	2	3	-4	-3	-1	-4	7	·
CCOC(=O)N1CCC(NC(=O)c2cnn3c2NC(c2ccco2)CC3C(F)(F)F)CC1 (configuration not stated)	1.6	6	2	-7	7	6	-5	3	7	-25
OCC1CO1 (configuration not stated)	-1.5	-3	6	-3	·	-3	-10	-5	·	1
COc1ccc(NS(=O)(=O)c2ccc(N/N=C/c3ccc(N4CCOCC4)cc3)c([N+](=O)[O-])c2)cc1	-1.0	25	·	6	2	-4	-8	7	8	9
CCN(CC)c1ccc(/C=N/NC(=O)Nc2nonc2N)cc1	-0.2	-4	·	4	3	-1	-2	-4	8	2
COc1ccc(C2C(C(=O)N3CCN(C)CC3)c3ccccc3C(=O)N2C2CCCCC2)cc1 (configuration not stated)	0.2	-1	-10	7	2	-6	-12	-4	16	2
COc1cc(C(=O)OCCCN2CCCN(CCCOC(=O)c3cc(OC)c(OC)c(OC)c3)CC2)cc(OC)c1OC	-1.2	-1	10	11	·	-6	-6	-3	·	-8
COC(=O)c1sc(NC(=O)CCCn2nc([N+](=O)[O-])cc2C)c(C(=O)OC)c1C	-0.7	0	-6	-3	3	-4	-5	6	-4	0
Cc1nn(C)cc1C(=O)Nc1ccc2c(c1)OCCO2	-1.3	2	-14	8	-2	0	-18	-2	-3	1
S=C(NCc1ccco1)Nc1ccc(Oc2ccc(Cl)cc2)cc1	·	1	5	-16	6	·	·	-1	-15	-3
CC1CCCN(CCCNC(=O)CN2C(=O)COc3ccccc32)C1 (configuration not stated)	0.5	11	-11	3	6	-1	-7	-1	23	9
C/C(=N\NC(=S)NC(C)C)c1ccc2c(c1)OCCO2	-0.6	-3	·	-12	-3	0	-5	-1	-8	-4
CCOc1ccc(-n2c(C)nc3cc(C(=O)NCCN4CCOCC4)ccc32)cc1	0.4	-8	-14	3	-7	1	4	-11	-12	3
O=C(N/N=C/c1c(O)n(CCc2ccccc2)c(=O)[nH]c1=O)c1ccncc1	-0.2	-3	·	1	4	1	-3	-6	-2	-10
CCCCn1c(=N)n(CC(=O)c2ccc([N+](=O)[O-])cc2)c2ccccc21	·	15	·	·	0	·	·	-4	-3	-8
O=C(COc1ccccc1Cl)NCCc1ccc2c(c1)OCCO2	-0.1	-1	-2	-1	-1	2	-6	2	24	-3
O=S(=O)(Cc1ccccc1)N1CCN(Cc2ccccc2)CC1	0.1	-4	-11	-12	-7	-5	3	-2	-2	-4
O=C(Nc1cc(Cl)ccc1N1CCOCC1)c1cccnc1Cl	-4.2	-11	-11	5	1	-10	?	1	-16	-2
Cn1c(SCCOc2ccccc2Cl)nnc1-c1cccs1	1.8	-4	19	-6	0	0	-1	4	-14	6
Cc1ccc(C(=O)N(Cc2nnc(-c3ccc(Cl)cc3)o2)C2CC2)o1	5.2	0	-10	0	·	2	10	-7	·	7
CCOC(=O)N1CCN(CCC(=O)Nc2ccccc2OC)CC1	0.1	6	-10	3	5	-3	-16	1	13	4
Cc1ccc(C(=O)NCc2ccco2)cc1	0.1	7	-5	4	2	8	-13	4	26	·
CC(=O)Nc1ccc(-c2ccnc3c2CC(C)(C(=O)Nc2cccc(Oc4ccccc4)c2)O3)cc1 (configuration not stated)	-0.4	-9	·	·	·	-5	-5	12	·	·
O=C(Nc1cccnc1)C1CC(=O)N(c2ccc(F)cc2)C1 (configuration not stated)	-2.8	6	1	3	2	2	-12	-5	12	5
COc1ccc(-c2nnc(SCCC(=O)O)n2-c2ccccc2)cc1OC	-4.7	-6	-25	0	-2	-2	-8	0	-15	-5
O=c1[nH]c(CN2CCN(Cc3ccccc3)CC2)nc2scc(-c3ccccc3)c12	-0.1	2	-7	-8	-2	-6	0	5	-7	-4
Cc1ccc(NC(=S)NCC(C)C)cc1	-0.8	-6	0	4	-1	-1	-3	6	-13	-2
CCOc1ccc(N2CC(C(=O)Nc3ccccc3C(=O)NC3CC3)CC2=O)cc1 (configuration not stated)	-0.4	-17	4	1	-1	-1	6	-5	-29	2
Cc1ccc(S(=O)(=O)/N=C(/Nc2ccccc2C)c2ccccc2)cc1	0.3	-2	·	1	·	-6	0	6	·	5
CN(Cc1ccccc1)C(=O)c1ccc(NC(=O)Cc2ccc(NC(=O)C3CCCN(C(=O)c4ccccc4)C3)cc2)cc1 (configuration not stated)	-0.2	-1	-11	3	·	4	3	-5	·	·
CC(C)CCNC(=O)c1cc(S(=O)(=O)N2CCC3(CC2)OCCO3)ccc1F	-0.5	6	·	4	·	-4	-4	7	·	·
CCOc1ccc(CNC(=O)C2CCCN(S(=O)(=O)N3CCC(C)CC3)C2)cc1OC (configuration not stated)	0.2	3	·	4	·	-3	-2	2	·	·
CCC(=NCCN1CCNCC1)C1=C(O)CC(C)(C)CC1=O	-0.3	-15	-14	-1	0	2	-8	7	18	1
c1ccc(C(Cc2nc(-c3cccnc3)no2)c2ccccc2)cc1	0.1	6	4	-17	6	-8	-8	15	22	-2
Cc1cc(C)n(-c2ccc(C(C)C)cc2)c(=O)c1C#N	-0.5	7	-2	2	-1	-2	-5	0	26	4
COc1ccc(/C(N)=N/OC(=O)c2ccc3c(c2)OCO3)cc1	0.2	-16	·	1	2	-2	-2	3	-8	5
N#Cc1c(N)nc2c3c(sc(=N)c2c1N)NC(=O)CC3c1ccccc1Cl (configuration not stated)	-0.2	-10	-2	-19	4	3	-3	32*	15	-153
Cc1ccc(C)c(C(=O)CCC(=O)Nc2ccc(F)cc2)c1	·	-10	-14	-4	3	·	·	0	13	4
Cc1ccc(NC(=O)Cn2cc(C=O)c3ccccc32)cc1C	0.3	-1	-12	-7	3	-7	13	19	-2	-6
CCOc1cc(N2CCOCC2)c(OCC)cc1NC(=O)Cc1cn2ccsc2n1	0.2	6	2	-8	-2	7	5	6	25	-10
Cc1cccc(C)c1N1CCN(S(=O)(=O)c2ccc(F)cc2)CC1	-1.0	2	-30	3	-1	1	-5	-4	-8	-2
Cc1cc(Cl)ccc1Oc1nc(-c2ccccc2)ncc1S(C)(=O)=O	0.2	8	-7	-17	7	1	0	-6	10	3
CCc1cccc(C)c1NC(=O)Cn1c(NCCO)nc2ccccc21	-0.6	-11	-10	1	-2	0	-22	2	22	-4
CCO[C@H]1OC(C(=O)O)=C[C@@H](c2ccc(C(F)(F)F)cc2)[C@@H]1CCCO	0.1	-2	0	-3	2	1	1	4	7	-3
COc1ccccc1CNC(=O)COc1ccc(S(=O)(=O)N2CCOCC2)cc1	-0.2	-6	-6	-4	·	6	0	0	·	-1
CCN(CC(=O)Nc1ccc(NC(C)=O)cc1)CC(=O)Nc1cc(C)on1	-0.7	-2	-15	5	·	-4	-4	1	·	4
CCOc1ccccc1OCC(=O)NNC(=S)NC1CCCCC1	-0.5	4	-17	4	0	-2	-3	-3	6	-2
COc1ccccc1/C=C/CN1CCCCC1	-2.8	-14	-21	3	0	11	2	0	47	0
CCOC(=O)c1c(C)[nH]c(C)c1S(=O)(=O)NC1CCN(C(=O)OCC)CC1	-3.6	-3	-8	10	-3	-2	-4	7	62	-1
Nc1ncnc(Nc2ccccc2Cl)n1	-0.6	5	-3	-5	-3	-12	-3	-4	22	5
C=CCN(CC=C)c1ncnc2[nH]ncc12	-0.3	8	-7	6	·	-5	0	-2	·	·
Cc1[nH]n(-c2ccccc2)c(=O)c1C(c1ccc(C(=O)O)cc1)c1c(C)[nH]n(-c2ccccc2)c1=O	-0.7	71*	7	-2	0	-3	-7	-8	2	-183
CC1CN(C(=O)/C(C#N)=C2\N=C(NC(=O)c3ccc(F)cc3)c3ccccc32)CC(C)O1 (configuration not stated)	0.4	9	-12	-4	1	-4	-8	-16	-21	3

Sorted by formula weight (high to low): some entries from above.
SMILES	BoNT A protease	CCHFV vOTU inh	PriA SSB inh	MazF activator	SARS 3CLpro inh	Anthrax LF prot	BoNT F protease	PrPC surface inh	VHR inh abs	Rv3671c inh
COc1ccc(-c2nnc(SCCC(=O)O)n2-c2ccccc2)cc1OC	-4.7	-6	-25	0	-2	-2	-8	0	-15	-5
S=C(NCc1ccco1)Nc1ccc(Oc2ccc(Cl)cc2)cc1	·	1	5	-16	6	·	·	-1	-15	-3
Cc1ccc(NC(=S)NCC(C)C)cc1	-0.8	-6	0	4	-1	-1	-3	6	-13	-2
